Screens as filed in PubChem.
HepG2 viability – HepG2 cytotoxicity, counter-screen for TGF-b inhibitors; hit rate 0.76% among 410,000; HepG2 CAGA-GFP viability, ATP luminescence, 18 h; Potency, µM (doses to about 46.1 µM), without a hit: top-dose activity change, negative = cytotoxicity, actives largely listed as cytotoxic; AID 588856; further: potency means the concentration at half of the fitted maximal effect; some results filed as inactive show a strong effect at the top dose
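HepG2 CAGA-GFP cells (1000/well, DMEM with 1% FBS) received compound, then TGF-beta at 500 pg/mL final, and were incubated 18 hours at 37 degrees C. Viability was read by CellTiter-Glo luminescence. Media-only wells were set as complete cell-killing and DMSO as no toxicity.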
IL-2 act – activators of IL-2; hit rate 0.065% among 360,000; AID 652025; activation, % (series mostly up to about 46 µM); IL-2 activation reporter assay, cell-based qHTS; stimulated with anti-CD3/CD4/CD28 beads; in transgenic mouse T cells; in the data active means activation above about 50%; inconclusive means mostly about 30% to 49%; further: 0% is about no effect
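Readout: EGFP and DsRed signals by fluorescent plate cytometry. Unstimulated transgenic mouse T cells received compound 60 min before antibody-bead stimulation, then incubated 18 h at 37 degrees C.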
ATXN2 expr inh – ATXN2 expression inhibition; Potency, µM (series often up to 57 µM), for the others: at the highest dose activity change, negative = inhibition, usual class: inhibitors; hit rate 0.72% among 360,000; HEK-293 ATXN2-luciferase reporter, luminescence, 24 h; further: potency means the concentration at half of the fitted maximal effect; on the % scale 0 is the no-effect control and ±100 the full control effect; nearly all actives have a fitted effect of over 55% in size
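ATXN2-luciferase reporter cells (luciferase flanked by upstream and downstream ATXN2 gene portions) were treated 24 h at 37 °C with compounds at up to 57 uM. SteadyGlo luminescence gave expression; GF-AFC fluorescence gave viability.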
Nrf2 block – blocks Nrf2 signaling; A549 ARE-Fluc reporter, luciferase luminescence, 18-24 h; Potency, µM (top dose mostly 46 µM), for the others: top-dose activity change, negative = inhibition, most hits filed as inhibitors; hit rate 2.1% among 360,000; further: potency means the concentration at half of the fitted maximal effect; on the % scale 0 is the no-effect control and ±100 the full control effect; nearly all actives have a fitted effect of over 60% in size
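Nrf2 activity is the BugLite luminescence, read 15 min after reagent at room temperature, following CellTiter-Fluor cytotoxicity readout (30 min, 37C). Compound titrations were applied for 18-24 h to 5000 A549 ARE_Fluc cells/well in 5% FBS OPTI-MEM.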
Nrf2 activator – activators of Nrf2 (ARE) signaling | hit rate 0.31% among 410,000 | AREc32 ARE-luciferase reporter (MCF7-derived line), luminescence, 24 h | Potency, µM (top dose mostly 46.1 µM), without a hit: top-dose activation, most hits filed as activators | AID 624171; further: potency means the concentration at half of the fitted maximal effect; % of control where 0% means no effect; nearly all actives have a fitted effect of over 65% in size
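Reporter line AREc32 (ARE-Fluc), seeded overnight in OPTI-MEM with 5% FBS; compound pin-transferred, 24 hr at 37 deg C, 5% CO2; luminescent read-out.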
EPAC2 agonist – activates human EPAC2 exchange factor; EPAC2 activation, biochemical qHTS; response scale: 100% = 6.5 mM cAMP response; hit rate 0.079% among 360,000; Potency, µM (series often up to 154 µM), for inactives: at the top dose activation, actives largely listed as activators; Q8WZA2; AID 720711; further: potency means the concentration at half of the fitted maximal effect; nearly all actives have a fitted effect of over 50% in size
Target sequence (Q8WZA2 whole entry, looked up): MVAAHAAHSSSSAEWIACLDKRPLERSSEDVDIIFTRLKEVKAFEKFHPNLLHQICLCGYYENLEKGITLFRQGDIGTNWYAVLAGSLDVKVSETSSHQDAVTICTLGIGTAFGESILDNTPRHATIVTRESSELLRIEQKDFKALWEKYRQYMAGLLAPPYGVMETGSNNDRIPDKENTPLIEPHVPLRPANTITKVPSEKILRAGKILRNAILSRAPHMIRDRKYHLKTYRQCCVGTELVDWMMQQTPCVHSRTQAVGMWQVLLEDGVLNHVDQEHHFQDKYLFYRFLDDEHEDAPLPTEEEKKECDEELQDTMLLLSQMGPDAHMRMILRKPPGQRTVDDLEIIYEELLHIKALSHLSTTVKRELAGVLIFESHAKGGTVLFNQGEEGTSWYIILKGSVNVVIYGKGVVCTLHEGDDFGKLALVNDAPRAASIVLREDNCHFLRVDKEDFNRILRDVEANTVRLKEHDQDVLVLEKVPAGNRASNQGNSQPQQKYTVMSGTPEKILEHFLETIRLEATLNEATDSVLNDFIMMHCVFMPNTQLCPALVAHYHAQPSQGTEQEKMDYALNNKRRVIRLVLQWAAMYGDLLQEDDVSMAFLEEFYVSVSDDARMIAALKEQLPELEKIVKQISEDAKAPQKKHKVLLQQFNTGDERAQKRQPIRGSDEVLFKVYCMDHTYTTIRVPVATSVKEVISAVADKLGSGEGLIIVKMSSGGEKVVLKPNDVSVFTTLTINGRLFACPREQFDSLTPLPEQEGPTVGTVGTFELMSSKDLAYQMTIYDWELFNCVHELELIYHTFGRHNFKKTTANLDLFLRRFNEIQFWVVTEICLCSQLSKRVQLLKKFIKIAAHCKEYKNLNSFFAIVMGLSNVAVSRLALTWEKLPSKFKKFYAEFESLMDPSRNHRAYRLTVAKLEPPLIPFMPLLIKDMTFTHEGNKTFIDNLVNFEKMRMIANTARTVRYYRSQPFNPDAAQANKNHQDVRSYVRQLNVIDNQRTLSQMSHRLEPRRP
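Fluorescence exchange assay: 100 nM EPAC2 with 250 nM RAP1B-BODIPY-GDP and 50 uM GDP; compounds tested as a concentration-titration series (qHTS). Loss of Rap1-bound BODIPY-GDP fluorescence read at 480/540 nm; data normalized to 6.5 mM cAMP.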
A549 tox – kills or reduces viability of A549 cells in Nrf2 counter-screen | hit rate 0.16% among 390,000 | Potency, µM (series often up to 46 µM), inactives show top-dose activity change, negative = cytotoxicity, most hits filed as inhibitors | A549 ARE-Fluc cells, CellTiter-Fluor viability, 18-24 h | AID 504648; further: potency means the concentration at half of the fitted maximal effect; on the % scale 0 is the no-effect control and ±100 the full control effect
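Cytotoxicity counterscreen: CellTiter-Fluor fluorescence was measured in A549 ARE_Fluc cells after 18-24 h of compound exposure in a concentration series. The subsequent BugLite luminescent read reports ARE-luciferase activity.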
ATXN viability – reduces viability in counter-screen for ATXN expression inhibitors | S2 cells (HEK-293 line with an ATXN2-luciferase reporter) viability, CellTiter-Fluor protease fluorescence, 24 h | Potency, µM (doses to about 56.7 µM), hits mostly cytotoxic | hit rate 0.49% among 400,000; further: potency means the concentration at half of the fitted maximal effect; nearly all actives have a fitted effect of over 40% in size
TGFb inhibitor – TGF-b pathway inhibition. HepG2 CAGA-GFP TGF-b/SMAD3 reporter, GFP fluorescence, 18 h; TGF-beta stimulated, 500 pg/mL final. Potency, µM (highest dose often 46.1 µM), for inactives: at the highest dose activity, negative = inhibition, hits mostly inhibitors. hit rate 1.2% among 410,000. AID 588855; further: potency means the concentration at half of the fitted maximal effect; on the % scale 0 is the no-effect control and ±100 the full control effect; nearly all actives have a fitted effect of over 65% in size
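Per well, imaged GFP fluorescence of HEPG2 CAGA-GFP cells gives the signal; cells get compound, then TGF-beta (500 pg/mL final), 18 h at 37 degrees C; %Activity versus -TGF-beta and +DMSO controls.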
Starred values were filed as active, the others as inactive; i = inactive; ? = inconclusive; / = no result given; & = joins results of further samples; ! = repeats disagree; [ ] = dose if it differs, or a comment. Unless noted, the call rests on the fitted dose curve; in most records, active means well fitted curve in the direction sought with a large enough effect; inconclusive means small, poorly fitted or top-dose-only effect, or another doubt; inactive means no such curve, though single readings can be large; an effect the other way counts as inactive or inconclusive.

Screens in order – HepG2 viability	IL-2 act	ATXN2 expr inh	Nrf2 block	Nrf2 activator	EPAC2 agonist	A549 tox	ATXN viability	TGFb inhibitor
CC[C@]12c3[nH]c4cc(-c5ccco5)ccc4c3CCN1C(=O)[C@@H](CC(=O)NCCCOC)C[C@@H]2C(=O)N1CCN(C(=O)c2ccco2)CC1
→ -15%	-0.3	2%	9%	4.0%	0%	0%	i	?
COc1cccc(C(=O)NCCS(=O)(=O)N2CCC3(CC2)OCCO3)c1
→ 0%	0.0	4%	6%	0.0%	-6%	1%	i	8%
Nc1c(C(=O)Nc2nc3ccccc3s2)sc2nc(-c3cccs3)ccc12
→ 6.3µM*	18	?	21µM*	?	16%	?	i	208%[activator]
Cc1cc(C)c2[nH]c(=O)c(C(c3nnnn3Cc3ccc4c(c3)OCO4)N3CCCCC3)cc2c1 (stereo not drawn)
→ -26%	13	3%	/	-0.6%	18%	4%	i	10%
Cc1ccccc1/C=C1\SC(=S)N(/N=C/c2cc([N+](=O)[O-])ccc2O)C1=O
→ -13%	-1.1	26%	?	2.9%	4%	-4%	i	-2%
O=[N+]([O-])c1ccc(Nc2ccccc2)nc1
→ -7%	0.7	18%	18%	2.4%	-4%	-20%	i	14%
O=C(Nc1ccccc1)N(CCCN1CCOCC1)Cc1ccccc1F
→ 8%	-0.2	1%	8%	2.3%	6%	-7%	i	4%
COc1cccc(CCNC(=O)c2cccc(NC(=O)C3=C(C)OCCS3)c2)c1
→ 0%	0.2	/	?	-0.8%	9%	?	?	-12%
O=C(CNC(=O)c1ccc(Br)o1)Nc1ccc(F)c(S(=O)(=O)N2CCOCC2)c1
→ -6%	-1.0	3%	-10%	-0.9%	-2%	-2%	i	?
CC1CN(C(=S)c2cccc([N+](=O)[O-])c2)CC(C)O1 (stereo not drawn)
→ 7%	0.2	-33%[11.3 µM]	-15%	0.3%	20%	1%	i	10%
O=C(Nc1ccccn1)c1cccc(S(=O)(=O)N2CCCCC2)c1
→ -3%	-0.3	7%	14%	13%	-4%	-2%	i	2%
Cc1cc2ncc(S(=O)(=O)c3ccccc3)c(N)n2n1
→ -8%	0.9	-14%	2%	0.2%	10%	1%	i	7%
COc1ccc(C(C(=O)NCC2CCCO2)N(C(=O)CNC(=O)c2cccs2)c2ccccc2C)cc1OC (stereo not drawn)
→ 2%	-0.7	-1%	-5%	4.7%	8%	-7%	?	-3%
CCCc1nc(C)c(-c2ccc(OC)c(OC)c2)c(=O)[nH]1
→ 32%	0.6	-8%	/	-0.6%	2%	-2%	i	9%
COc1ccc(C(=O)NCC(=O)N2CCN(c3ccccc3)CC2)cc1
→ 8%	0.5	-19%	4%	-0.7%	-2%	0%	i	1%
CCc1cc2c(=O)c(-c3nc4ccccc4n3C)coc2c(CN2CCCC(C)C2)c1O (stereo not drawn)
→ 3%	-2.1	3%	14%	4.5%	-13%	-13%	i	-26%
CCOC(=O)c1cccc(NC(=O)CCc2nc(-c3ccccc3F)no2)c1
→ -31%	-0.6	72%[activator]	/	2.0%	-8%	-1%	i	6%
CC(OC(=O)c1cc2c(s1)CCCCC2)C(=O)NC(N)=O (stereo not drawn)
→ -8%	-3.4	5%	?	0.3%	11%	0%	i	-2%
COc1ccc2c(c1)C(=O)O[C@@H](c1ccccc1)C[C@@H](O)C(=O)CC2
→ /	1.7	-8%	/	-0.2%	4%	/	i	/
CCOc1ccc(N2C(=O)CC(NC3CCN(C(=O)c4cccc(Cl)c4)CC3)C2=O)cc1 (stereo not drawn)
→ 6%	-2.8	8%	-5%	-0.9%	2%	-1%	i	-2%
Cn1c(=O)[nH]c(=O)c2c1ncn2CCN1CCCCC1
→ 9%	-0.4	-2%	-6%	-0.4%	1%	-5%	i	9%
Cc1cc(S(=O)(=O)N2CCCC2)ccc1OCC(=O)Nc1ccc(C(N)=O)cc1
→ 3%	0.2	/	-5%	0.1%	8%	15%	/	-3%
COC(=O)c1ccc(CN2C(=O)c3ccccc3S2(=O)=O)cc1
→ 0%	-1.0	-8%	1%	-1.0%	14%	-7%	i	?
O=C(Nc1cccnc1)C1CC(c2ccc(Cl)c(Cl)c2)=NO1 (stereo not drawn)
→ -3%	-0.8	-5%	-63%	0.5%	14%	-8%	i	-19%
Cc1ccc(NC(=O)CSc2nc(C)c(Cc3ccccc3)c(=O)[nH]2)cc1
→ -5%&-35%	0.0	-18%&-2%	?	2.8%&0.7%	7%	-1%&-4%	i	?
N#Cc1ccc(-c2nc3ccc(Cl)cn3c2Cc2ccsc2)cc1
→ -7%	-0.3	39%[activator]	/	2.5%	5%	/	i	-12%
COc1cc(-c2nnc(COC(=O)c3cccn3C)o2)cc(OC)c1OC
→ -15%	-0.4	1%	-3%	5.9%	7%	4%	i	0%
COc1ccccc1C(=O)N1CCN(Cc2c[nH]c3ccccc23)CC1
→ -18%	-0.5	?	-3%	3.3%	2%	11%	i	-22%
COc1cc(CNC(C)C)ccc1OCC(=O)Nc1cccc2ccccc12
→ -7%	-4.4	-6%	2%	2.6%	8%	-11%	i	5%
O=c1c2c(nc3nc(NCc4ccc(Cl)cc4)[nH]n13)CCC2
→ -9%	0.3	-2%	3%	-0.5%	7%	1%	i	-6%
O=C(CNC(=O)C12CC3CC(CC(C3)C1)C2)OCc1cc(=O)n2cc(Br)ccc2n1
→ 9%	-2.4	-24%	-5%	-0.3%	5%	1%	i	5%
CCOC(=O)N1CCN(C(=O)c2ccccc2NC(=O)c2ccccc2Cl)CC1
→ 3%	-3.2	0%	2%	0.3%	13%	-2%	i	5%
Cc1noc(C)c1NC(=O)N(C)C[C@@H]1Oc2ccc(NC(=O)Cc3cn(C)c4ccccc34)cc2CC(=O)N([C@H](C)CO)C[C@@H]1C
→ -1%	-0.1	8%	19%	0.4%	-14%	-1%	i	1%
CCn1nc(NC(C)=O)c2cc3cccc(C)c3nc21
→ 17%	1.5	/	3%	0.8%	4%	0%	?	-8%
CCOCCCNC(=O)C1CCN(S(=O)(=O)N2CCCCC2)CC1
→ 4%	-0.3	-1%	24%	0.2%	1%	8%	i	21%
CCOc1ccc(C2C(=O)N(C3CCCCC3)CC(=O)N2Cc2ccc(F)cc2)cc1OC (stereo not drawn)
→ -7%	/	/	/	4.0%	/	-1%	/	-4%
Cc1ccc(S(=O)(=O)N2CCC(C(=O)N3CCc4ccccc43)CC2)cc1C
→ -39%	-1.8	-4%	?	0.0%	-3%	0%	i	-29%
CCOC(=O)c1ccc(-c2ccc3[nH]c4ccccc4c(=O)c3c2)cc1F
→ 8%	-1.0	2%	1%	-0.7%	-1%	-2%	i	9%
Fc1ccc2[nH]c3c(N4CCN(Cc5ccc6c(c5)OCO6)CC4)ncnc3c2c1
→ -44%	-0.3	14µM*	10µM*	-2.3%	7%	?	/	18µM*
CNC(=O)CSc1nc2nn(-c3ccccc3)c(=O)c-2c2n1CCCCC2
→ -25%	2.6	-21%	?	2.2%	-5%	0%	i	-14%
COc1cc(OC)c(C(=O)Nc2cc(S(=O)(=O)N3CCOCC3)ccc2N2CCOCC2)cc1OC
→ 7%	-2.6	/	/	-2.1%	5%	/	i	-5%
S=c1[nH]c2cc(-c3ccccc3)ccc2o1
→ -5%	-3.7	18%	5%	-0.9%	7%	-1%	i	1%
O=C(CNS(=O)(=O)c1ccc(Br)s1)NCc1ccc(F)cc1
→ -9%	-3.7	-9%	2%	0.2%	5%	-2%	i	-24%
CC1CCCN(CCCNC(=O)c2ccc3c(c2)N(Cc2ccccc2F)C(=O)c2ccccc2S3(=O)=O)C1 (stereo not drawn)
→ 11µM*!	-4.5	?	?	4.3%&6.7%	0%	-1%&5%	?	?
CC(C)Sc1nnc([C@H](C)NC(=O)OC(C)(C)C)o1
→ 3%	-3.3	0%	11%	0.4%	6%	-1%	i	-2%
COc1ccc(NC(=O)CN2CCCC(C)C2)c([N+](=O)[O-])c1 (stereo not drawn)
→ -12%	-2.2	6%	19%	-0.3%	5%	-1%	?	-7%
CCc1ccc(Sc2cc(C(=O)NCCCN3CCC(C)CC3)c3ccccc3n2)cc1
→ -90%	/	?	/	-2.1%	/	-7%	i	?
CCCCC(=O)OC1CCC2C3CCc4cc(O)ccc4C3CCC12C (stereo not drawn)
→ -30%	-0.9	?	?	3.6%	-4%	?	?	-5%
COc1ccc(N2CCN(C(=O)c3ccc4c(Cl)c5c(nc4c3)CCCC5)CC2)cc1
→ 7%&-35%	-3.0	10%&-35%	?	-0.7%&18%	7%	-1%&-13%	?	?
O=C1CC(Nc2cc(=O)[nH]c(=O)[nH]2)C(=O)N1c1ccccc1Cl (stereo not drawn)
→ -18%	0.0	5%	-9%	-1.0%	7%	1%	i	-1%
CCCCCCN1C[C@H](O)[C@@H](n2cc(-c3ccc(F)cc3)nn2)C[C@@H]1c1ccccc1
→ -102%	-4.0	-33%	/	-0.4%	-7%	/	18µM*	?
COc1ccc(OC)c(-c2nnc(SCC(=O)N3CCCc4ccccc43)o2)c1
→ -13%	-0.6	-14%	/	0.7%	23%	-3%	i	-6%
CCOC(=O)C1CCN(C(=O)Cn2nc(C)c3c(C)n(-c4ccccc4)nc3c2=O)CC1
→ 5%	-2.2	8%	?	0.0%	-1%	2%	i	8%

Record cards, from the list above. Values in the order: HepG2 viability | IL-2 act | ATXN2 expr inh | Nrf2 block | Nrf2 activator | EPAC2 agonist | A549 tox | ATXN viability | TGFb inhibitor
COc1ccc(OC)c(-c2nnc(SCC(=O)N3CCCc4ccccc43)o2)c1 reads -13% | -0.6 | -14% | / | 0.7% | 23% | -3% | i | -6%
COc1ccc(NC(=O)CN2CCCC(C)C2)c([N+](=O)[O-])c1 (stereo not drawn) reads -12% | -2.2 | 6% | 19% | -0.3% | 5% | -1% | ? | -7%
